PI5P4K alpha inh: PI5P4K alpha (human) kinase inhibition; P48426; PI5P4Kalpha enzyme, ADP-Glo luminescence, 60 min; stronger effect = lower value; max response, %; 330,000 tested, 1.2% active; AID 652105; active = max response of -50% or lower; inconclusive = between -30% and -50%; inactive = -30% or higher; note: value at the top dose of about 77 µM; % is set by controls: 0 for no effect and ±100 for the full control effect
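Compounds were pin-transferred onto PI5P4Kalpha and substrate in HEPES pH 7.4 buffer with EGTA, CHAPS and 5% DMSO. ATP (5 microM final) started the reaction, which ran 60 minutes at room temperature before ADP-Glo detection.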
PLK1 PBD inh: blocks phosphopeptide binding to human PLK1 polo-box domain; P53350; Plk1 PBD binding of FITC phosphopeptide, fluorescence polarization; Potency, µM, for inactives: max response, negative = inhibition, usual class: inhibitors; 360,000 tested, 2.8% active; AID 720504; note: potency is the fitted concentration of half-maximal effect; series mostly up to about 57 µM; % is set by controls: 0 for no effect and ±100 for the full control effect; nearly all actives have a fitted effect of over 65% in size
CCT modulator: modulators of cytosolic chaperonin (CCT/TRiC) activity; purified chaperonin ATPase assay, HTRF ADP detection, 30 min; activity change, % (test concentration not listed), hits read low; 360,000 tested, 0.3% active; AID 651819; in the data active = activity change below about -30%; note: % is set by controls: 0 for no effect and ±100 for the full control effect
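We incubate TRiC, 40 or 20 nM final, with library compounds at 76 uM and 10 uM ATP for 30 min at 37 °C. ADP formed is detected with Transcreener HTRF reagents after 30 min at room temperature.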
WRN helicase inh: blocks human WRN helicase; Q14191; WRN helicase unwinding, fluorescent forked duplex, kinetic; Potency, µM (highest dose often 114 µM), inactives show top-dose activity change, negative = inhibition, usual class: inhibitors; 360,000 tested, 0.46% active; AID 651768; note: potency is the fitted concentration of half-maximal effect; % is set by controls: 0 for no effect and ±100 for the full control effect; nearly all actives have a fitted effect of over 55% in size
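Fluorescence dequenching readout, ex 525 nm/em 598 nm, kinetic mode: forked duplex DNA (100 nM final) with adjacent fluorophore and quencher unwound by WRN (20 nM final) with 2 mM ATP. Compound preincubation 15 min, room temperature.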
EPAC1 agonist: activates human EPAC1 exchange factor; O95398; 360,000 tested, 0.073% active; EPAC1 agonist qHTS, biochemical assay; response scale: 100% = response to 6.5 mM cAMP; Potency, µM (series often up to 154 µM), without a hit: at the top dose activation, actives largely listed as activators; note: potency is the fitted concentration of half-maximal effect; nearly all actives have a fitted effect of over 60% in size
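Nucleotide exchange by EPAC1 (100 nM) on Rap1B–BODIPY-GDP (250 nM) in the presence of 50 uM GDP is tracked fluorescently at 480/540 nm over 30 min. Signals are normalized to a 6.5 mM cAMP control.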
EPAC2 agonist: activates human EPAC2 exchange factor | Potency, µM (titrated, usually from 154 µM), for the others: top-dose activation, most hits filed as activators | EPAC2 activation, biochemical qHTS; response scale: 100% = 6.5 mM cAMP response | Q8WZA2 | AID 720711 | 360,000 tested, 0.079% active; note: potency is the fitted concentration of half-maximal effect; nearly all actives have a fitted effect of over 50% in size
Target sequence (Q8WZA2 whole entry, looked up): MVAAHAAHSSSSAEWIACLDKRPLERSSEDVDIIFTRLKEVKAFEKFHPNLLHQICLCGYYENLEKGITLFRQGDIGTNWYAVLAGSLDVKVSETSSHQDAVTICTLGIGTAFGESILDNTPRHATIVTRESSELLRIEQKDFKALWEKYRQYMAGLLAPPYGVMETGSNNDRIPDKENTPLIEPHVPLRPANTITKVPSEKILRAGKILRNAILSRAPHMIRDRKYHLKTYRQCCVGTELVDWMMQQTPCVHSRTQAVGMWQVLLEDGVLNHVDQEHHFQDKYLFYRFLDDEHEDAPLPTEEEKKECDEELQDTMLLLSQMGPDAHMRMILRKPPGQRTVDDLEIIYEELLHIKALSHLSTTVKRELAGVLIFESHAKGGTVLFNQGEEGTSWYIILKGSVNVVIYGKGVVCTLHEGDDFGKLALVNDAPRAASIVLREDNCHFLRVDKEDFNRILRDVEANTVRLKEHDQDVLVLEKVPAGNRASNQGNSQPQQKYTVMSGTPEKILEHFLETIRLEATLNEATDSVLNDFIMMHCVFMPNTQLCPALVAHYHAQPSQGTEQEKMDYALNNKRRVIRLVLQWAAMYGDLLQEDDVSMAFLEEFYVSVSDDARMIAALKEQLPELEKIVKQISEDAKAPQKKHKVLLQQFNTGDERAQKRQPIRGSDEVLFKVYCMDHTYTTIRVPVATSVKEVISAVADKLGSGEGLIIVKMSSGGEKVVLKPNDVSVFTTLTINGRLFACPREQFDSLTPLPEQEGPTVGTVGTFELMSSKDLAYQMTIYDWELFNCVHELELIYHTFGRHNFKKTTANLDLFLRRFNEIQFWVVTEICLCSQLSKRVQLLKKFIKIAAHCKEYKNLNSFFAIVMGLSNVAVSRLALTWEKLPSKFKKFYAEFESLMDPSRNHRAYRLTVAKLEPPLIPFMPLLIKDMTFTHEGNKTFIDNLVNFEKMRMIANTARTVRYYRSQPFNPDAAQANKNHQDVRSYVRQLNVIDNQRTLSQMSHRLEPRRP
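Nucleotide exchange monitored as fluorescence drop when BODIPY-GDP leaves Rap1B. Reaction: 100 nM EPAC2, 250 nM RAP1B-BODIPY-GDP, 50 uM GDP, room temperature, kinetic read over 30 min. Activity expressed relative to 6.5 mM cAMP.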
EPAC1 antagonist: antagonists of human EPAC1; Potency, µM (top dose mostly 115 µM), inactives show top-dose activity change, negative = inhibition, usual class: inhibitors; O95398; AID 720709; EPAC1 GEF assay, Rap1b-BODIPY-GDP exchange fluorescence; 360,000 tested, 0.14% active;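 note: potency is the fitted concentration of half-maximal effect; plate controls were vehicle for no effect and positive control for full effect; nearly all actives have a fitted effect of over 50% in size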
IL-2 act: IL-2 activation | 360,000 tested, 0.065% active | activation, % (series mostly up to about 46 µM) | IL-2 activation reporter assay, cell-based qHTS; stimulated with anti-CD3/CD4/CD28 beads; in transgenic mouse T cells; in the data active = activation above about 50%; inconclusive = mostly about 30% to 49%; note: 0% is about no effect
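First, unstimulated transgenic mouse T cells were exposed to compound for 60 min. Next, anti-CD3/anti-CD4-coated beads with anti-CD28 were added. Finally, after 18 h at 37 degrees C, EGFP and DsRed were imaged.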
* = called active by the depositor; ? = inconclusive; . = no result given; [ ] = remark or other dose. Unless noted, calls come from the whole dose curve; as a rule, active = well fitted curve in the direction sought with a large enough effect; inconclusive = small, poorly fitted or top-dose-only effect, or another doubt; inactive = no such curve, though single readings can be large; an effect the other way counts as inactive or inconclusive.

Molecule,PI5P4K alpha inh,PLK1 PBD inh,CCT modulator,WRN helicase inh,EPAC1 agonist,EPAC2 agonist,EPAC1 antagonist,IL-2 act
CCC(C)(O)c1[nH]c2ccc(C(F)(F)F)cc2c1C (centres undefined),6,-17%,-2.5,-8%,-28%,-7%,-26%,-0.1
Cc1cc(C(=O)N2CCN(C/C=C/c3ccccc3)CC2)cs1,6,-7%,-2.0,-9%,-5%,19%,5%,0.7
CSc1ccccc1NC(=O)C1(C)CCN1C(=O)CCC1CCCC1 (centres undefined),2,-12%,0.5,-1%[57.1 µM],4%,2%,-11%,-0.9
COc1ccc(CCNC(=O)C2CC(=O)N(C3CCCC3)C2)cc1OC (centres undefined),.,-4%,-1.6,5%,0%,3%,13%,0.4
COC(=O)c1ccc2c(c1)c(C#Cc1ccccc1)c(-c1ccccc1)n2C,20,-7%,-0.5,-5%,-4%,9%,8%,-0.9
COc1cc(/C=N/NC(=O)c2ccccn2)cc2c1OCO2,1,0%,0.1,-3%,0%,5%,-11%,-2.8
O=C(CCC(=O)N1CCN(c2ccc(F)cc2)CC1)c1ccc(F)cc1,-1,-11%,-2.9,7%,5%,16%,-6%,-4.5
CCC1(c2ccccc2)NC(=O)N(CC(=O)NNC(=O)COc2ccc(Cl)cc2C)C1=O (centres undefined),1,-2%,-1.6,1%,12%,0%,-10%,-3.2
CN(Cc1ccccc1)S(=O)(=O)c1ccc(Cl)c(C(=O)NCc2ccncc2)c1,-1,-2%,0.5,6%,?,-1%,-3%,-0.6
CCN(Cc1ccccc1)C(=O)c1oc2ccc(C)cc2c1C,3,-4%,-2.5,-15%,1%,14%,-15%,-0.8
Cc1ccc(NC(=O)CSCc2cc(=O)n3ccsc3n2)c(C)c1,2,-19%,0.1,-5%,10%,7%,7%,-2.0
O=C(NCCN1CCOCC1)C(=O)NCC1OCCN1S(=O)(=O)c1cc(F)ccc1F (centres undefined),14,-1%,-5.0,-32%,-1%,-6%,-30%,1.6
CCCCCCCCCCOC(=O)C[N+](C)(C)CC1CCCCC1O (centres undefined),-2,-5%,0.1,2%,3%,24%,-3%,-2.1
O=C(N/N=C/c1cccnc1)C1CCCCC1,-6,5%,0.3,3%,1%,-7%,8%,-0.8
C/C(=N\NC(N)=O)c1cccc(Cl)c1,3,-8%,-2.9,-1%,4%,0%,-7%,-3.4
O=C(OCC(=O)N1CCC(Cc2ccccc2)CC1)c1ccc(CO)cc1,0,-7%,-1.2,5%,5%,1%,-1%,1.4
COc1cc(/C=C2\CCOC2=O)cc(OC)c1OC,-5,-10%,0.9,-3%,5%,2%,-14%,-4.0
O=C(Nc1ccc(F)cc1)c1cc(-c2ccccn2)nc2c(Cl)cccc12,0,2%,0.1,-2%,12%,9%,8%,-0.7
CCOC(=O)c1cnc2cc(-c3ccc(C)cc3)nn2c1-c1ccccc1,1,-3%,-3.6,7%,2%,3%,13%,0.2
CCn1c(/C(C#N)=N/O)nc2ccccc21,-9,-7%,1.9,0%,6%,-5%,-1%,1.3
Cc1nnc(N(C)C(=O)c2ccncc2)s1,-4,5%,0.9,-2%,-4%,-1%,1%,-0.9
O=C(N/N=C/c1ccc(N2CCOCC2)cc1)C1COc2ccccc2O1 (centres undefined),-13,-4%,-2.0,6%,-12%,3%,1%,0.2
Cc1cccc(OCC(=O)NC2CCCC2)c1,0,-7%,0.5,4%,1%,-5%,13%,-0.3
Cc1ccc(S(=O)(=O)NCC(=O)OCc2cc(=O)oc3cc(C)ccc23)cc1,8,2%,-16,-6%,-8%,-4%,22%,0.4
CC(=O)N1CCOc2ccc(S(=O)(=O)N3CCC(C(=O)NCc4ccc(F)cc4)CC3)cc21,-2,-10%,-1.6,2%,8%,18%,-2%,-2.3
NC(=O)C(=O)NCCCN1CCOCC1,4,-6%,-2.2,2%,8%,11%,7%,2.6
O=[N+]([O-])c1cccc(-c2ncc3ccccn23)c1,5,-17%,-1.9,-7%,8%,1%,-1%,1.0
CC(C)c1nc2ccccc2c2nnc(SCC(=O)NCc3ccco3)n12,.,30µM*,-2.2,4%,-10%,-13%,1%,0.0
Cc1nc(C(C)(C)O)n(-c2ccccc2)n1,5,-1%,2.1,3%,0%,-2%,15%,0.7
COc1cc(OC)cc(C(=O)Nc2c(C)nn(-c3ccccc3)c2C)c1,-2,-9%,-0.4,-3%,4%,10%,-14%,0.0
COc1cc2[nH]c(=S)nc(NCc3ccc(Cl)cc3)c2cc1OC,-17,-12%,0.7,-2%,-9%,6%,12%,-4.0
COc1ccc(NC(=S)NC(=O)c2cc3ccccc3o2)c(OC)c1,-8,2%,-0.3,-15%,-2%,7%,4%,-0.4
COc1ccc(N2CC(C(=O)NCc3nnnn3-c3ccc(C)c(C)c3)CC2=O)cc1 (centres undefined),1,-13%,-3.0,4%,-2%,13%,-29%,-5.1
c1ccc(CSc2ncnc3c2oc2ccccc23)cc1,20,-17%,-1.6,-6%,0%,4%,-3%,3.9
Cc1ccc(NC(=O)CN2C(=O)S/C(=C\c3cccn3C)C2=O)cc1,.,0%,-7.8,-5%,2%,4%,6%,-2.3
CC(=O)N1CCN(Cc2nc3cc(NC(=O)Cn4nc(C)c5ccccc5c4=O)ccc3n2C)CC1,14,-13%,-5.1,-5%,-2%,-2%,-3%,0.0
CCOc1ccc(-n2c(=O)cc(N3CCN(c4ccc(F)cc4)CC3)[nH]c2=O)cc1,.,-7%,2.5,-13%,-4%,-3%,13%,2.5
Cc1ccc(N2C(=O)CC(C3CCCO3)C2=O)cc1 (centres undefined),.,3%,-1.4,-7%,1%,9%,4%,0.0
COC(=O)c1sc2nc(CSc3ccc(Br)cc3)[nH]c(=O)c2c1C,-8,0%,1.9,-4%,-1%,0%,11%,0.0
CC(=O)c1ccc(NC(=O)CCNC(=O)c2ccccc2Cl)cc1,-5,-9%,-0.4,-7%,-1%,7%,-18%,-3.3
COc1cccc(-c2nnc(NC(=O)c3ccco3)s2)c1,0,-11%,-1.5,-6%,0%,8%,-17%,0.6
COc1ccccc1C(=O)OCC(=O)Nc1cccc(S(=O)(=O)N2CCCC2)c1,7,-8%,-0.5,8%,6%,21%,-16%,-1.8
COc1cc(C(=O)NC(=S)N(CCc2ccccc2)CCc2ccccc2)cc(OC)c1OC,23,-3%,-2.0,-3%,6%,9%,-1%,-0.1
Cc1ccc(SCC(=O)O/N=C(\N)c2ccc([N+](=O)[O-])cc2)cc1,.,?,-0.6,-6%,2%,3%,2%,-0.3
CCCCN(C=O)c1c(CC)nc2ccc(C(=O)NCCCN3CCCC3=O)cn12,-5,-2%,0.3,-5%,3%,9%,-27%,0.3
Cc1cc(Oc2ccccc2)nc(SCC(=O)Nc2ccccc2)n1,0,-7%,-3.1,1%,-1%,7%,-28%,-3.6
C[C@H](CO)N1C[C@H](C)[C@@H](CN(C)C(=O)c2cccnc2)Oc2ncc(Br)cc2C1=O,-1,-2%,0.2,-1%,1%,-6%,3%,2.4
CC(C)OC(=O)N(C)c1ccc(C(O)(C(F)(F)F)C(F)(F)F)cc1,.,-4%,-2.3,-9%,-12%,-13%,-19%,-2.5
COC(=O)c1ccn(Cc2ccccc2Cl)n1,2,-1%,-0.3,-5%,-2%,-4%,-4%,1.9
CC(=O)Nc1ccc(NC(=O)CSc2ncnc3c2cnn3Cc2ccccc2)cc1,4,-8%,-4.1,-1%,1%,2%,2%,-0.5
CCOC(=O)Cn1c(=O)oc2cc(S(=O)(=O)NC(C)(C)CC)ccc21,-6,-8%,-23,7%,14%,10%,11%,-2.0
O=C(OCc1nnc(-c2ccccc2)o1)c1ccc2ccccc2n1,-66*,-7%,-1.7,-2%,2%,13%,5%,0.3
COc1cccc(-n2cc(C(=O)O)c3ccccc3c2=O)c1,.,-10%,1.3,-18%[57.1 µM],-2%,9%,14%,-1.4
CCc1nc2ccc(C(=O)NCCCn3ccnc3)cn2c1N(CC)C(=O)NCCc1ccccc1,-6,-10%,-3.4,-1%,-12%,11%,-12%,-0.6
Cc1ccc(CNC(=O)COC(=O)C2CCN(S(=O)(=O)c3cccs3)CC2)cc1,3,-2%,-1.0,0%,11%,14%,-19%,-0.4
O=C(NC(=S)NCCCN1CCOCC1)c1ccco1,-2,?,0.1,-2%,-8%,-1%,-9%,-4.5
CC(NC(=O)c1ccccc1)C(=O)N/N=C/c1cccc([N+](=O)[O-])c1 (centres undefined),1,-7%,1.3,-5%,11%,12%,-14%,0.6
COc1ccc(C(=O)COC(=O)C(C(C)C)N2C(=O)C3C4C=CC(C4)C3C2=O)cc1 (centres undefined),-10,-16%,-0.2,5%,-5%,4%,-10%,-1.7
COc1ccc(CCNCc2csc3nc4ccccc4n23)cc1OC,3,-3%,0.4,-7%,19%,5%,5%,-0.8
Cc1ccc(CCNC(=O)c2cccc(N3CCCC3=O)c2)cc1,-1,-8%,0.7,8%,22%,13%,6%,-3.8

The last two entries of the part above open the next one:
Molecule,PI5P4K alpha inh,PLK1 PBD inh,CCT modulator,WRN helicase inh,EPAC1 agonist,EPAC2 agonist,EPAC1 antagonist,IL-2 act
COc1ccc(CCNCc2csc3nc4ccccc4n23)cc1OC,3,-3%,0.4,-7%,19%,5%,5%,-0.8
Cc1ccc(CCNC(=O)c2cccc(N3CCCC3=O)c2)cc1,-1,-8%,0.7,8%,22%,13%,6%,-3.8
O=C(CSc1ccccn1)Nc1cccc(NC(=O)CSc2ccccn2)n1,.,-6%,1.2,-12%,4%,8%,-9%,0.1
CCCN(C(=O)c1cc(CC)c(C)s1)c1c(N)n(Cc2ccccc2)c(=O)[nH]c1=O,5,-9%,-0.2,4%,-1%,-11%,11%,-0.1
Cc1ccc(C(=O)OCc2nc3ccsc3c(=O)[nH]2)o1,1,-10%,-1.5,-27%,-46%[inhibitor],13%,-14%,0.5
Cn1cnc(S(=O)(=O)N2CCCCC2c2cc(C(=O)NCc3ccc(F)cc3)no2)c1 (centres undefined),-14,-9%,-1.1,5%,-12%,14%,0%,3.2

Screens from PubChem BioAssay.

This is a subset (hit frequency here may not be typical).
